NCI-60 one-dose screen, 48 h, at 10 µM unless noted. Numbers give growth in % (100 = growth as untreated, 0 = no growth, -100 = all killed).
K-562: K-562 leukemia; 78,000 tested, 7.4% active
MOLT-4: MOLT-4 leukemia cells | 80,000 tested, 6.9% active
CCRF-CEM: CCRF-CEM leukemia. AID 1794778. 77,000 tested, 7% active
SR: SR leukemia cells; 73,000 tested, 8.7% active; AID 1794780
HOP-62: HOP-62 NSCLC; 80,000 tested, 3.9% active
EKVX: EKVX NSCLC; 71,000 tested, 3% active
HOP-92: HOP-92 NSCLC cells; AID 1794738; 71,000 tested, 6.3% active
RPMI-8226: RPMI-8226 leukemia cells. 77,000 tested, 7.5% active. AID 1794781
The depositor's hits bear a star; · = not tested or not shown; & = joins results of further samples; [ ] = remark or other dose. Rule for the calls: active = growth percent below 10; inactive = the rest. No enrichment for hits; about 13% have a hit in one of these screens.

SMILES	K-562	MOLT-4	CCRF-CEM	SR	HOP-62	EKVX	HOP-92	RPMI-8226
Cc1nn(-c2ccccc2)c2c1C1C(=C(c3ccc(Cl)cc3)N2)C(=O)N(Cc2ccccc2)c2ccccc21 (stereo unspecified)	75	63	86	75	119	·	·	81
COc1ccc2nc(-c3cc(-c4cc(OC)c(OC)c(OC)c4)n[nH]3)[nH]c2c1	-11*	·	·	14	-1.3*	·	22	-51*
CCCCCCOC(=O)c1ccccn1	122	129	89	97	103	96	104	110
O=C(Nc1nc(-c2ccccc2)cc(-c2ccc(Cl)cc2)n1)c1ccncc1	93	93	98	108	98	82	90	92
CC1(c2ccccc2O)N=C(N)Nc2nc3ccccc3n21 (stereo unspecified)	106	102	102	·	120	113	98	98
COc1cc2oc(-c3cccc(NC(=O)c4cc(NC(=O)[C@H](C)N)ccc4Br)c3)cc(=O)c2c(OC)c1OC	43	33	36	34	72	70	51	27
CC(=O)N1N=C(c2ccc(Cl)cc2)CC1c1cccc(Nc2ccnc3cc(Cl)ccc23)c1 (stereo unspecified)	33	29	61	72	48	68	48	48
Cc1cccc(/C=N/OCCC(C)C)n1	98	92	102	94	93	95	113	98
N#Cc1cc([N+](=O)[O-])ccc1Cl	102	114	96	109	108	106	85	99
O=S(=O)(NCc1ccccc1)c1cccc(N=Cc2c(O)ccc3ccccc23)c1	84	79	104	96	86	93	·	99
CCCCCCC(=O)NCc1ccc(O)c(OC)c1	117	98	102	80	108	115	95	95
COc1cc(-c2ccc(N=Nc3c(S(=O)(=O)O)cc4cc(N)ccc4c3O)c(OC)c2)ccc1N=Nc1cc(S(=O)(=O)O)c2ccccc2c1O	89	100	99	96	98	104	104	101
BrC1C2CCC(C2)C1Br (stereo unspecified)	101	100	106	93	112	·	91	107
COc1ccc(-c2[nH]c3ccccc3c(=O)c2O)cc1	57	66	33	34	44	73	72	61
COc1cc(-c2csc(Nc3cc(NCCCO)nc(C)n3)n2)cc(OC)c1OC	91	66	74	77	67	92	53	66
CCCCCCCC(=O)Oc1ccc(Br)cc1	118	101	106	·	108	102	98	102
O=C1C(Cl)C(c2ccc([N+](=O)[O-])cc2)N1NCc1nc2ccccc2c(=O)[nH]1 (stereo unspecified)	88	98	93	88	102	92	107	95
COc1ccc2c(c1)c(-c1nc(N)nnc1-c1c[nH]c3ccccc13)cn2C	16	25	29	15	45	44	54	42
Cc1ccc(/C=C(\C#N)n2nnc3c(F)cccc32)cc1	·	·	10	·	18	29	-4.8*	6.3*
O=C(/C=C/c1cccc(Cl)c1)OCc1ccc2cc1OCC#C/C=C\C#CCO2	82	73	84	63	100	115	150	84
CC12ON=C(c3ccc(F)cc3)N1CCc1c2[nH]c2ccccc12 (stereo unspecified)	79	85	99	73	92	92	93	88
C=C1CCC2C(C)(CO)C(O)CCC2(C)C1C/C=C1/C(=O)OCC1Oc1ccccc1OC (stereo unspecified)	27	89	20	50	98	95	123	·
NC(N)=NCCCCNC(=O)/C(Cc1ccc(O)c(Br)c1)=N/O	105	94	102	102	99	104	110	108
N/C(=N\N=C\c1ccccn1)c1ccccn1	83	87	90	77	94	·	102	100
Cc1cccc(Nc2cc(N)nc(N)n2)c1	97	96	101	101	100	96	100	96
Cc1ccccc1NC(=O)c1sc2nc3c(cc2c1N)CCCC3	18	27	21	14	27	46	17	21
O=C(Oc1ccccc1)c1ccccc1C(=O)Oc1ccccc1	112	98	·	101	115	105	109	99
Cc1ncc(CO)c(CO)c1OCC(O)CN1CCN(c2ccc(F)cc2)CC1 (stereo unspecified)	88	94	·	·	95	·	90	94
COc1ccc(Cc2noc(=O)[nH]2)cc1	101	110	99	96	110	·	106	102
Cc1nc2sc(C(=O)Nc3cccc(Cl)c3C)c(N)c2cc1C(O)c1ccccc1 (stereo unspecified)	6.1*	13	20	7.2*	34	42	30	8.1*
COc1cc(CNS(=O)(=O)c2ccc(C)cc2)ccc1O	100	100	95	106	98	92	100	101
O=[N+]([O-])c1ccc(Nc2cccc3cccnc23)c2nonc12	86	82	83	84	96	68	97	90
CC(C)(C)OC(=O)CC1(O)CCCCC1	114	108	106	105	114	102	86	107
CCc1ccccc1-n1[nH]c(C)c(C=N)c1=O	97	117	102	95	135	104	99	107
CN(C)C=Nc1ccn(C2CC(F)C(CO)O2)c(=O)n1 (stereo unspecified)	101	88	85	·	105	96	52	86
S=C(SCc1nc(-c2ccc(Cl)cc2)no1)N1CCSCC1	81	94	·	·	106	·	·	65
COc1cc(Nc2ncccc2C(=O)NCc2cn(Cc3cccc(Oc4ccccc4)c3)nn2)cc(OC)c1	·	·	·	25	57	46	108	·
CC1(C)CC(=O)c2c(nn(-c3ccccc3)c2-c2cn(-c3ccccc3)nc2-c2ccc([N+](=O)[O-])cc2)C1	56	65	56	95	87	88	90	30
CCC(=O)NCCc1ccccc1	114	108	94	101	105	107	102	105
COC(=O)C1=CC(=O)N2C(=S)N(c3ccccc3)C(=O)C12 (stereo unspecified)	97	100	101	110	114	103	109	103
O=C(NCc1cc(=O)n(-c2ccccc2)[nH]1)c1ccc(-c2ccccc2)cc1	·	68	13	91	97	99	95	91
COC(=O)C(N)Cc1c[nH]c2ccccc12 (stereo unspecified)	93	88	91	102	87	102	90	99
COc1cc2ncnc(Nc3nc4ccccc4[nH]3)c2cc1OC	20	58	27	57	93	65	93	46
Cc1ccc(/C=N/NC(=O)C[N+](C)(C)C)cc1	94	·	105	42	99	113	·	105
COc1ccc(C(=O)NC(=O)Nc2ccc3c(c2)NC(=O)/C3=C\c2[nH]c(C)c(C(=O)NCCN(C)C)c2C)c(F)c1	17	76	36	40	99	112	86	90
COc1cccc(C(=O)O)c1OC	107	110	107	101	89	92	93	101
CN(C)c1ccc(N=C2C=CC(=O)C=C2)cc1	64	51	75	26	107	75	78	61
CCc1ccc(C2=C/C(=C/c3ccccc3)C(=O)N2CCc2ccc(S(N)(=O)=O)cc2)cc1	98	97	106	97	97	96	99	110
CCC(=O)c1ccc(OC)c(OC)c1O	86	103	91	89	97	96	89	78
CCOc1ccc(OCC(=O)O)cc1	89	86	94	101	96	109	90	105
COc1cc2c(c(OC)c1O)C(=O)CO2	125	·	116	·	101	94	115	·
NC(N)=N/N=C/c1cccc(Cl)c1	89	100	95	97	·	105	82	90
COc1ccc(C(=O)c2sc3nc4c(c(-c5cccnc5)c3c2N)CCCC4)cc1OC	15	41	55	38	81	·	-12*	4.7*
CCCCNC(=O)/C(=C/c1ccc2c(c1)OCO2)NC(=O)c1ccccc1	102	99	94	91	103	108	91	98
O=C(c1c[nH]c2ccccc12)c1n[nH]c(=S)n1-c1ccc([N+](=O)[O-])cc1	83	86	85	92	87	95	80	68
COc1ccccc1-c1nc2ccccc2s1	104	112	111	113	70	75	·	107
O=C(/C=C/Nc1ccc(S(=O)(=O)Nc2ncccn2)cc1)c1cc2cc(Br)ccc2oc1=O	99	96	110	101	102	118	·	102
O=C1C=C(NCCCCCCN2C(=O)c3cccc4cccc(c34)C2=O)C(=O)c2ccccc21	102	99	92	111	59	108	·	·
Cc1ccc(C2=C(O)C(=O)C(c3ccc(C)cc3)=C(O)C2=O)cc1	107	97	94	76	·	91	37	97
CCOC(=O)CN1/C(=N/c2sc3c(c2C(=O)OCC)CCN(C(=O)OCC)C3)SC(=O)/C1=C\C(=O)OC	64	54	28	30	92	93	74	-29*

Seven structures already listed, ordered by number of heavy atoms, ascending:
SMILES	K-562	MOLT-4	CCRF-CEM	SR	HOP-62	EKVX	HOP-92	RPMI-8226
COc1cccc(C(=O)O)c1OC	107	110	107	101	89	92	93	101
COc1cc2c(c(OC)c1O)C(=O)CO2	125	·	116	·	101	94	115	·
Cc1ccc(C2=C(O)C(=O)C(c3ccc(C)cc3)=C(O)C2=O)cc1	107	97	94	76	·	91	37	97
CCCCNC(=O)/C(=C/c1ccc2c(c1)OCO2)NC(=O)c1ccccc1	102	99	94	91	103	108	91	98
COc1ccc(C(=O)c2sc3nc4c(c(-c5cccnc5)c3c2N)CCCC4)cc1OC	15	41	55	38	81	·	-12*	4.7*
O=C(/C=C/Nc1ccc(S(=O)(=O)Nc2ncccn2)cc1)c1cc2cc(Br)ccc2oc1=O	99	96	110	101	102	118	·	102
CCOC(=O)CN1/C(=N/c2sc3c(c2C(=O)OCC)CCN(C(=O)OCC)C3)SC(=O)/C1=C\C(=O)OC	64	54	28	30	92	93	74	-29*

Part of the list above, with values under each structure.
Below each SMILES: K-562 | MOLT-4 | CCRF-CEM | SR | HOP-62 | EKVX | HOP-92 | RPMI-8226
COc1ccc2nc(-c3cc(-c4cc(OC)c(OC)c(OC)c4)n[nH]3)[nH]c2c1
 : -11* | · | · | 14 | -1.3* | · | 22 | -51*
O=C(Nc1nc(-c2ccccc2)cc(-c2ccc(Cl)cc2)n1)c1ccncc1
 : 93 | 93 | 98 | 108 | 98 | 82 | 90 | 92

Following part.
SMILES	K-562	MOLT-4	CCRF-CEM	SR	HOP-62	EKVX	HOP-92	RPMI-8226
Brc1ccc2c(c1)CCCC2	122	102	117	102	95	103	95	110
Fc1ccc(/C=N/Nc2ccc3nnc(-c4ccc(Cl)cc4)n3n2)cc1	91	91	84	·	94	77	102	93
CC1=CC(=O)C=C(C)C1=O	97	75	88	87	75	105	93	95
OC(COc1ccccc1)CN1CCN(c2ccccc2Cl)CC1 (stereo unspecified)	89	136	121	·	102	112	99	113
Clc1ccc(C(c2cccs2)N2CCNCC2)cc1 (stereo unspecified)	45	57	65	46	90	94	50	82
CS(=O)(=O)CCNS(=O)(=O)c1ccc(-c2cnc(C3CC3)o2)cc1	90	94	75	80	94	94	88	86
C=CCN=C1C=C(C)CC(C)(C)C1	129	127	109	125	96	98	86	106
CC1(O)CC2CC1C(C(=O)O)C2C(=O)O (stereo unspecified)	105&96	99&102	103&100	95&92	100&94	109	96&76	102&105
COc1ccc2c(c1)[nH]c(=O)c1c3cc(OC)c(OC)cc3cn21	0.1*	7.2*	-84*	65	47	37	·	-72*
O=C(O)c1cccc2c1-c1ccc([N+](=O)[O-])cc1C2=O	106	92	94	81	·	96	106	·
Cc1ccccc1Cn1cc(F)c(=O)[nH]c1=O	91[50 µM]	101[50 µM]	104[50 µM]	98[50 µM]	88[50 µM]	96[50 µM]	96[50 µM]	·
CC(C)CC(C)NC(=O)CCCl (stereo unspecified)	103	100	·	90	102	·	65	102
O=C(CCl)NCc1ccc(Cl)cc1	96	83	77	81	91	·	55	93
O=[N+]([O-])c1cccc(-c2cc(CCCCO)on2)c1	102	108	98	·	111	105	97	100
CS(=O)(=O)c1ccc(-c2nc3cc(Cl)ccc3n2CC(=O)N/N=C/c2ccccc2)cc1	89	84	87	·	72	91	89	88
NCCCNCCCCNC(=O)C(O)NC(=O)CCCCCCN=C(N)N (stereo unspecified)	79	97	87	111	107	99	·	86
Cn1c(=O)c2cccnc2c(=O)n1C	85	91	103	97	92	106	113	104
OC(c1ccccc1)C(NCc1ccccc1)c1ccccc1 (stereo unspecified)	106	100	97	103	91	86	72	84
C#CCOc1ccc2ncnc(Nc3cccc(CNC(=O)C=C)c3)c2c1	104[8.25 µM]	100[8.25 µM]	111[8.25 µM]	103[8.25 µM]	108[8.25 µM]	99[8.25 µM]	93[8.25 µM]	101[8.25 µM]
COc1cc(C(=O)c2cnc(-c3c[nH]c4cccc(C)c34)[nH]2)cc(OC)c1OC	8.7*	8.8*	6.4*	4.9*	36	30	5.7*	10
COC(=O)c1c(Nc2ncnc(Nc3cc(OC)c(OC)c(OC)c3)n2)ccc2c1OCCO2	97	104	98	98	88	·	·	96
Nc1nc(N)c(-c2ccc(Cl)cc2)c(/C=C/c2ccc([N+](=O)[O-])cc2)n1	19	28	35	44	100	·	76	67
O=CNNC(=O)c1ccccn1	91	88	94	81	100	·	96	103
NC(N)=NC(N)=Nc1ccccc1-c1ccccc1	104	99	113	·	115	111	109	112
N#COc1ccc(/C=C2\CCCC3C2=NNC3c2ccc(OC#N)cc2)cc1 (stereo unspecified)	98	89	99	98	82	84	109	97
O=C1S/C(=C/c2ccc(Cl)cc2)C(=O)N1c1nc(N2CCCC2)nc(N2CCCC2)n1	91	93	90	·	103	89	·	81
COc1ccc(C(=O)c2ccccc2OC)cc1	106	84	92	102	100	122	100	97
COC(=O)CC1(CC(N)=O)SCCS1	113	103	104	105	·	110	105	·
C[C@H](CCC(=O)O)[C@H]1CC[C@H]2[C@@H]3CC[C@@H]4/C(=C\c5ccco5)C(=O)/C(=C\c5ccco5)C[C@]4(C)[C@H]3CC[C@]12C	30	0.8*	0.6*	·	116	79	106	3.7*
CCN1C(=O)N(CC)C2C1NN=C1SC(C(=O)O)=CC(=O)N12 (stereo unspecified)	102	102	103	93	118	89	·	100
COc1cc2c(=O)n(CCCN(C)C)c3c4cc5c(cc4ccc3c2cc1OC)OCO5	56	-9.3*	14	9.6*	38	85	68	7.0*
S=C(Nc1ccccc1)Oc1ccc(-c2cssc2=S)cc1	40	86	85	·	94	·	90	84
CCOP(=O)(O)OP(=O)(O)OCC	89	87	·	91	103	·	99	96
Cc1ccc2c(OCC(=O)N/N=C/c3ccc(Br)cc3)cc(=O)[nH]c2c1	103	102	93	·	79	97	85	100
C=C(C)c1ccc(C(=C)C)cc1	101	102	95	84	111	98	·	115
N#CCC(=O)NNc1nc(Nc2ccccc2)nc(Nc2ccc(S(N)(=O)=O)cc2)n1	101	101	103	92	104	100	117	98
CCOc1ccc2nc(NCc3ccc(N(C)C)cc3)sc2c1	87	81	84	90	·	95	91	88

Screening data from PubChem.
